# GPR55 beta-arrestin: selective activators of receptor GPR55 – imaging, U2OS cells, beta-arrestin-GFP redistribution, primary screen (AID 1961). U2OS GPR55 beta-arrestin-GFP redistribution imaging; higher % means a stronger effect. activation, % at 10 µM, or EC50 in µM where a hit was titrated. hit rate 0.048% among 290,000;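 active means activation above 40% with more than 50 cells counted in the well; inconclusive means wells holding fewer than 50 cells, flagged as toxic or sparse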;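 further: U2OS osteosarcoma cells stably expressing GPR55 and beta-arrestin-GFP; plate controls were DMSO negative control for no effect and LPI positive control for full effect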
# NOD2 inhibition: inhibition of NOD2-driven NF-kB reporter – cell-based, luminescence, uHTS, HEK293 (AID 1566); HEK293 NOD2/NF-kB luciferase reporter, luminescence; higher % means a stronger effect; inhibition, % at 4 µM; hits with a dose series show EC50 in µM; hit rate 0.63% among 290,000; further: many of its hits are not listed in these tables
# Myeloid diff 2: compounds promoting myeloid differentiation; ER-HoxA9 myeloid progenitors, lysozyme-GFP differentiation, flow cytometry; calls only at 10 µM; hit rate 1% among 360,000;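 active means normalized GFP-positive differentiation at or above the plate's own cutoff, the solvent-only control mean plus 3 SD; inconclusive means no clear call, values can overlap the other calls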;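 further: cells exposed to compound for four days before flow analysis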
# NOD1 inhibition: NOD1 signaling inhibitors, primary screen, cell-based, luminescence, uHTS (AID 1578); NOD1-driven NF-kB luciferase reporter cells, luminescence; higher % means a stronger effect; one-dose inhibition, % at 4 µM; EC50 in µM for titrated hits; hit rate 1% among 290,000; in the data active means inhibition mostly above about 36%, no sharp cut-off; inactive means mostly below about 34%;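 further: HEK-293T reporter cells stimulated with the NOD1 agonist gamma-tri-DAP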
# KOR beta-arrestin-1: kappa opioid receptor activators – cell-based, luminescence, uHTS, primary screen (AID 1777). KOR beta-arrestin recruitment, luminescence; higher % means a stronger effect. activation, % at 10 µM, or EC50 in µM where a hit was titrated. hit rate 0.02% among 280,000; in the data active means activation above about 50%, passing the limit was not always enough; further: a part of the inactive calls stands beside numbers as strong as those of hits
# NTR1 ag: agonists of NTR1, primary screen, imaging, U2OS cells, beta-arrestin-GFP, high content (AID 493036); activation, % at 20 µM; hit rate 0.17% among 330,000; NTR1-U2OS beta-arrestin-GFP spot imaging, agonist mode; P30989;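 active means activation at or above 40% of the spot to cytoplasm intensity ratio, with at least 20 cells analyzed; inconclusive means wells under 20 cells, flagged as cytotoxic or low count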;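 further: 0% = DMSO without peptide and 100% = 100 nM NTR1 peptide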
# Target sequence (P30989 whole entry, looked up): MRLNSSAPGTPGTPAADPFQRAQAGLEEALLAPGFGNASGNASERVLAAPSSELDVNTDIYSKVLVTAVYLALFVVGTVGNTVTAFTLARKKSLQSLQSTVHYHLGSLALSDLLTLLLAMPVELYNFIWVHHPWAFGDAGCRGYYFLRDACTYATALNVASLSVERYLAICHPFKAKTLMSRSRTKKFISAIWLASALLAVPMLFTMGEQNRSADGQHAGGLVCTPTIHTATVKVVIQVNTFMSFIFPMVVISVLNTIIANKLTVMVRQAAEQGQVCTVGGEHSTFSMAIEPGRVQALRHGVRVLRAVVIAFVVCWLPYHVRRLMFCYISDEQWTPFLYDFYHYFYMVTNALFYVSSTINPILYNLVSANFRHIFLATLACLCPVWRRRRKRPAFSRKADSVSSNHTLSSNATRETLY
# GPR55 LPI antagonism: inhibition of LPI-stimulated GPR55 beta-arrestin translocation – imaging, U2OS, beta-arrestin-GFP, LPI agonist, primary screen (AID 2013); inhibition, % at 10 µM; hits with a dose series show IC50 in µM; hit rate 0.13% among 290,000; U2OS GPR55 beta-arrestin-GFP translocation imaging, LPI antagonism; higher % means a stronger effect;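 active means spots per cell inhibited over 60%, with over 100 cells counted and total cytoplasm intensity under 500,000; inconclusive means wells with under 100 cells, flagged as likely toxic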;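 further: U2OS cells stably carrying GPR55 and arrestin-GFP stimulated by 5 µM LPI near EC80; imaged beta-arrestin-GFP aggregate spots per cell after agonist stimulation; plate controls were LPI-stimulated DMSO wells for no effect and DMSO wells without LPI for full effect; some results filed as inactive read as strong as hits; confirmed hits need IC50 under 10 µM and bright autofluorescent wells are also inconclusive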
# KOR beta-arrestin-2: kappa opioid receptor blockers – cell-based, luminescence, uHTS (AID 1778) | KOR beta-arrestin recruitment, luminescence, antagonist mode; higher % means a stronger effect | inhibition, % at 10 µM, or IC50 in µM where a hit was titrated | hit rate 0.091% among 290,000; further: strong numbers were not always called active
# T cell HTS: modulates CD8 T cell binding to vesicles; 2C CD8+ T cell-vesicle binding, flow cytometry; stronger effect = lower value; calls only at 7 µM; hit rate 0.068% among 330,000;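 active means response, share of CD8 T cells binding vesicles, and their 90th percentile fluorescence all below set limits, cut at about 80% in these data, passing the limit was not always enough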
#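 Incubation: binding step 1.5 h, 37 °C, antibody labelling 20 min, ice; system: murine 2C transgenic CD8+ T lymphocytes; technique: cytometric PE anti-B7-1 and Alexa647 anti-CD8 signals after 1% paraformaldehyde fixation; also added: QL9-charged Drosophila Ld/ICAM-1/B7-1 vesicles; control set: naked versus QL9-loaded vesicles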
# T cell HTS vesicle-bound %: second read-out of T cell HTS, no call of its own (marks repeat the call); double positive events, %; measured here: CD8+ vesicle-bound cell fraction;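 binding gate set so that unloaded-vesicle control wells show 10% double positive cells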
# NTR1 ag cell count 20 µM: recorded beside NTR1 ag, whose call it bears; cell count; measured here: cell count, cytotoxicity flag
# Myeloid diff 2 GFP+ MAC1+ %: second read-out of Myeloid diff 2, no call of its own (marks repeat the call); GFP+ MAC1+ double positive, %; measured here: differentiation confirmed by MAC1 staining
# * = called active by the depositor; i = inactive; ? = inconclusive; / = no result given; [ ] = dose if it differs, or a comment. Unless noted, no stated cut-off is given here; in the data, active means inhibition above about 50%; inactive means the rest. Some of the compounds tested, so the mix of outcomes need not match the whole.
SMILES,GPR55 beta-arrestin,NOD2 inhibition,Myeloid diff 2,Myeloid diff 2 GFP+ MAC1+ %,NOD1 inhibition,KOR beta-arrestin-1,NTR1 ag,NTR1 ag cell count 20 µM,GPR55 LPI antagonism,KOR beta-arrestin-2,T cell HTS,T cell HTS vesicle-bound %
CCC(C)(C)NC(=O)c1ccc2c(c1)N(CC(=O)NC1CCCC1)C(=O)C(C)(C)O2,-0.2%,2%,i,2.2,3%,3.8%,-2.1,53,4%,1%,i,21
Cc1cccc(N(C)S(=O)(=O)c2ccc3[nH]c(=O)c(=O)[nH]c3c2)c1,-0.2%,0%,i,4.0,3%,1.3%,0.0,78,20%,8%,/,/
OCCC1CN(Cc2ccsc2)CCN1C1CCCC1 (stereo unspecified),0.2%,2%,i,0.3,-17%,4.3%,-1.7,72,5%,-19%,i,42
COc1cc(C2N(C)C(=O)c3ccccc3N2C)ccc1O (stereo unspecified),-0.2%,15%,i,0.9,-13%,-2.2%,1.0,54,-3%,7%[20 µM],i,22
COc1ccc(CCNC(=S)Nc2cccc3ccccc23)cc1,0.1%,10%,i,0.3,-11%,-0.6%,0.7,42,7%,-5%,i,42
CC(=O)Nc1ccc(N/C=C/C(=O)c2ccc(Cl)cc2)cc1,-0.3%,-16%,i,1.2,-4%,4.0%,2.1,61,-8%,-16%,i,68
CC(C)(C)C(=O)NC(NC(=S)Nc1ccc(S(N)(=O)=O)cc1)C(Cl)(Cl)Cl (stereo unspecified),0.4%,-7%,i,0.1,-9%,-3.3%,1.4,66,11%,7%,i,43
COc1ccc(S(=O)(=O)NNC(=O)c2ccc(-n3c(C)ccc3C)cc2)cc1,0.1%,24%,i,0.3,6%,-4.2%,-1.3,44,-1%,-3%,i,6
CCCCc1ccc(NC(=S)NCCO)cc1,0.5%,-4%,i,0.2,-29%,3.7%,-2.1,77,11%,12%,i,58
Cc1ccccc1C(=O)OCCN1CCOCC1,0.5%,-4%,i,0.1,-39%,-1.1%,1.4,55,5%,/,i,54
O=C(/C=C/c1cccc([N+](=O)[O-])c1)NCCSCc1ccco1,-0.3%,-30%,i,1.3,-15%,-1.0%,-0.3,65,-5%,-34%,i,36
C/C(=N\NC(=O)c1cc(-c2cccc(OC(C)C)c2)nc2ccccc12)c1cccnc1,-0.1%,-24%,i,0.6,-61%,-3.6%,1.8,56,2%,23%,i,61
CCOc1ccc(S(=O)(=O)N(CC)CC(=O)N2CCOCC2)cc1C,0.7%,14%,i,0.4,-23%,3.1%,0.6,60,2%,-48%,i,31
NS(=O)(=O)c1ccc(CCNC(=O)c2cccc(OC(F)F)c2)cc1,-0.3%,10%,i,0.4,-16%,-4.3%,0.3,51,-6%,-5%,i,44
Cc1ccc2nc(C(Cl)(Cl)Cl)nc(N/N=C/c3ccncc3)c2c1,0.1%,13%,i,0.2,-5%,-5.3%,-0.9,30,-6%,14%,i,31
COc1ccc(NC(=O)c2cccnc2)c([N+](=O)[O-])c1,-0.4%,-7%,i,0.3,-36%,10%,0.9,52,6%,1%,i,10
Cc1ccc(NC(=S)N2CCN(C(=O)C3CCCO3)CC2)c(C)c1 (stereo unspecified),-0.1%,16%,i,1.6,6%,-0.5%,-1.4,92,11%,-13%,i,21
COC(=O)C1=C(C)N(CCc2ccccc2)C(=O)C1,-0.1%,-10%,i,1.5,-12%,2.9%,-1.2,68,-13%,-24%,i,33
Cn1c(O)c(C=NCC2CCNCC2)c(=O)n(C)c1=O,0.3%,7%,/,/,-25%,-6.3%,/,/,-6%,2%,/,/
CS(=O)(=O)N1CCCC(C(=O)NCCc2ccc(Cl)cc2)C1 (stereo unspecified),-0.1%,12%,i,4.6,-20%,0.3%,-1.1,46,-4%,-18%,i,47
Cc1cc(=O)n2c(n1)NC(=NCc1ccccc1)NC2c1ccccc1 (stereo unspecified),-0.2%,-14%,i,0.3,-12%,-1.8%,0.3,41,-13%,1%,i,58
COc1ccccc1Cn1c(=S)[nH]c2cc(C(=O)NCCN(C)C)ccc2c1=O,0.4%,21%,i,1.0,-8%,2.1%,0.0,74,-4%,-12%,i,50
Fc1ccc(OCc2nnc(-c3ccccc3Br)o2)c(Cl)c1,-0.2%,-61%,i,3.3,-52%,-1.5%,-1.0,52,17%,2%,i,25
CC1=C(C(=O)OCC(C)C)C(c2cc3c(cc2Br)OCO3)NC(=O)N1C (stereo unspecified),-0.1%,-20%,i,0.8,-34%,0.5%,2.6,39,7%,-6%,i,42
Cc1cccc(CSC2=NCCN2C(=O)C2CC2)c1,-0.2%,16%,i,0.8,-37%,-1.0%,-1.8,54,8%,7%,i,23

# Continued, overlapping the part above by 3 compounds.
SMILES,GPR55 beta-arrestin,NOD2 inhibition,Myeloid diff 2,Myeloid diff 2 GFP+ MAC1+ %,NOD1 inhibition,KOR beta-arrestin-1,NTR1 ag,NTR1 ag cell count 20 µM,GPR55 LPI antagonism,KOR beta-arrestin-2,T cell HTS,T cell HTS vesicle-bound %
Fc1ccc(OCc2nnc(-c3ccccc3Br)o2)c(Cl)c1,-0.2%,-61%,i,3.3,-52%,-1.5%,-1.0,52,17%,2%,i,25
CC1=C(C(=O)OCC(C)C)C(c2cc3c(cc2Br)OCO3)NC(=O)N1C (stereo unspecified),-0.1%,-20%,i,0.8,-34%,0.5%,2.6,39,7%,-6%,i,42
Cc1cccc(CSC2=NCCN2C(=O)C2CC2)c1,-0.2%,16%,i,0.8,-37%,-1.0%,-1.8,54,8%,7%,i,23
O=C(Nc1ccccc1C(=O)N1CCCCCC1)c1ccc(F)cc1,-0.1%,7%,i,0.9,-26%,2.6%,-0.6,63,2%,-7%,i,60
CN(C)CCCNc1c2c(nc3cc(-c4cccc(F)c4)nn13)CCC2,0.1%,-27%,i,0.3,-12%,/,-1.1,86,20%,-34%[20 µM],i,59
O=C1c2cnc3ncnn3c2CC2c3ccccc3CCN12 (stereo unspecified),-0.6%,-8%,i,0.6,-16%,-4.4%,0.0,85,11%,17%,i,47
COc1ccc(C(=O)Nc2ccc3c(c2)C(=O)N(C)C3=O)cc1OC,1.2%,-4%,i,0.0,-4%,-1.2%,4.0,91,-7%,6%,i,37
Cc1ccc2nsnc2c1NC(=O)CCc1ccccc1,-0.4%,20%,i,0.1,-11%,-3.7%,-0.6,58,10%,/,i,55
CCOC(=O)c1c(-c2ccc(OC)cc2)csc1NC(=O)CSc1ccccc1,?,4%,i,1.6,-3%,-1.8%,4.5,71,8%,24%,i,33
CCOC(=O)CN1C(=O)S/C(=C/c2ccc(OCc3ccc(C(=O)O)cc3)cc2)C1=O,0.3%,-5%,i,0.3,-7%,0.8%,1.6,46,-8%,-30%,i,25
CCn1ccc(C(=O)Nc2ccccc2SC)n1,1.1%,-78%,i,0.2,-1%,3.2%,-0.4,81,-2%,-20%,i,44
COc1ccc2c(c1)c(C(=O)CN1CCC(C(N)=O)CC1)c(C)n2C,0.0%,7%,i,1.3,0%,-4.7%,-1.6,45,23%,-5%,i,31
Cn1nc(C(F)(F)F)c(C(=O)Nc2ccc(F)cc2)c1Cl,0.5%,5%,i,0.1,9%,-9.6%,0.8,51,7%,27%,i,53
CC(C)c1cc(C(F)(F)F)n2nc(C(=O)Nc3ccc4c(c3)OCO4)cc2n1,0.1%,6%,i,0.8,-9%,0.3%,4.0,65,4%,10%,i,20
O=C(Cn1cnc(Cl)c1Cl)c1ccc(F)cc1,-0.2%,8%,i,0.8,-5%,-0.5%,-1.6,96,12%,-31%,i,57
O=c1[nH]c(N2CCN(Cc3ccc4c(c3)OCO4)CC2)nc2c1CCCC2,-0.1%,11%,i,0.0,27%,3.9%,-0.3,41,3%,-25%,i,32
Cc1cc(C)cc(NCc2ccncc2)c1,-0.3%,11%,i,0.3,-8%,-4.9%,0.9,59,-7%,-13%[20 µM],i,60
CCOC(=O)C1(CCOc2ccccc2)CCN(Cc2cc(OC)c3c(c2)OCO3)CC1,0.3%,7%,i,0.4,9%,-2.2%,0.4,29,20%,-18%,i,16
Cc1cc(OCC(=O)NCc2ccccn2)c2c(C)c(Cc3ccccc3)c(=O)oc2c1,-0.1%,23%,i,2.2,-5%,3.0%,5.9,57,-2%,-19%,i,21
CN(C)/C=N/c1c(C(=O)NCc2ccccc2)nnn1Cc1ccccc1,0.0%,15%,i,2.4,12%,-1.0%,-3.4,91,0%,20%,i,49
CCCCNC(=O)c1ccc2c(OCC)n(CCCC)nc2c1,0.0%,5%,i,1.3,-9%,-1.0%,0.8,94,10%,25%,/,/
CCOc1ccccc1N(CC(=O)N/N=C(\C)c1cccc(Br)c1)S(C)(=O)=O,-0.1%,8%,i,0.5,-19%,-5.3%,2.1,97,0%,-23%[20 µM],i,57
COC(=O)c1ccc(-n2nnnc2SCC(=O)Nc2ccccc2F)cc1,-0.2%,14%,i,0.9,-13%,0.1%,-0.9,56,13%,-4%,i,5
COc1ccc(Cn2c(=S)[nH]c3ccccc3c2=O)cc1,0.0%,11%,i,0.3,2%,-3.4%,1.9,103,3%,23%,i,31
CC(C)[C@H](Nc1ccc(C(F)(F)F)cc1[N+](=O)[O-])C(=O)O,-0.2%,1%,i,0.3,-1%,-1.9%,-0.4,60,-1%,4%,i,11
N#C/C(=C/c1cn(-c2ccccc2)nc1-c1cccc(S(=O)(=O)N2CCCC2)c1)C(=O)NCc1ccco1,-0.3%,8%,i,1.5,-11%,3.8%,11,61,-3%,8%,i,10

# Molecules listed so far that contain a thiophene ring, fused or not:
SMILES,GPR55 beta-arrestin,NOD2 inhibition,Myeloid diff 2,Myeloid diff 2 GFP+ MAC1+ %,NOD1 inhibition,KOR beta-arrestin-1,NTR1 ag,NTR1 ag cell count 20 µM,GPR55 LPI antagonism,KOR beta-arrestin-2,T cell HTS,T cell HTS vesicle-bound %
OCCC1CN(Cc2ccsc2)CCN1C1CCCC1 (stereo unspecified),0.2%,2%,i,0.3,-17%,4.3%,-1.7,72,5%,-19%,i,42
CCOC(=O)c1c(-c2ccc(OC)cc2)csc1NC(=O)CSc1ccccc1,?,4%,i,1.6,-3%,-1.8%,4.5,71,8%,24%,i,33

# Source: PubChem BioAssay
